Akt phos inh – HTS Assay for Inhibitors of Akt Phophorylation: Primary Screen | AID 651550, 2012 | Neuro2A IGF-stimulated pAkt S473 HTRF, 20 min; stronger effect = lower value | activity change, % for hits at 50 µM | 360,000 compounds, 0.32% hits; in the data active means activity change below about -80%; inconclusive means mostly about -51% to -80%; further: on the % scale 0 is the no-effect control and ±100 the full control effect
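Neuro2A cells (4,500/well, DMEM with 0.5% FBS) were treated with compound at a single 50 µM final concentration, stimulated with 6 nM IGF for 20 min at 37 °C, and lysed. Phospho-Akt Ser473 was read by HTRF as 665/615 ratio ×10^4.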
EPAC2 ag – qHTS for Agonist of cAMP-regulated guanine nucleotide exchange factor 4 (EPAC2): primary screen | Rap guanine nucleotide exchange factor 4 (Homo sapiens), Q8WZA2 | EPAC2 activation, biochemical qHTS; response scale: 100% = 6.5 mM cAMP response | Potency, µM (series often up to 154 µM), inactives show at the top dose activation, actives largely listed as activators | 360,000 compounds, 0.079% hits | AID 720711, 2013; further: potency means the concentration at half of the fitted maximal effect; nearly all actives have a fitted effect of over 50% in size
Target sequence (Q8WZA2 whole entry, looked up): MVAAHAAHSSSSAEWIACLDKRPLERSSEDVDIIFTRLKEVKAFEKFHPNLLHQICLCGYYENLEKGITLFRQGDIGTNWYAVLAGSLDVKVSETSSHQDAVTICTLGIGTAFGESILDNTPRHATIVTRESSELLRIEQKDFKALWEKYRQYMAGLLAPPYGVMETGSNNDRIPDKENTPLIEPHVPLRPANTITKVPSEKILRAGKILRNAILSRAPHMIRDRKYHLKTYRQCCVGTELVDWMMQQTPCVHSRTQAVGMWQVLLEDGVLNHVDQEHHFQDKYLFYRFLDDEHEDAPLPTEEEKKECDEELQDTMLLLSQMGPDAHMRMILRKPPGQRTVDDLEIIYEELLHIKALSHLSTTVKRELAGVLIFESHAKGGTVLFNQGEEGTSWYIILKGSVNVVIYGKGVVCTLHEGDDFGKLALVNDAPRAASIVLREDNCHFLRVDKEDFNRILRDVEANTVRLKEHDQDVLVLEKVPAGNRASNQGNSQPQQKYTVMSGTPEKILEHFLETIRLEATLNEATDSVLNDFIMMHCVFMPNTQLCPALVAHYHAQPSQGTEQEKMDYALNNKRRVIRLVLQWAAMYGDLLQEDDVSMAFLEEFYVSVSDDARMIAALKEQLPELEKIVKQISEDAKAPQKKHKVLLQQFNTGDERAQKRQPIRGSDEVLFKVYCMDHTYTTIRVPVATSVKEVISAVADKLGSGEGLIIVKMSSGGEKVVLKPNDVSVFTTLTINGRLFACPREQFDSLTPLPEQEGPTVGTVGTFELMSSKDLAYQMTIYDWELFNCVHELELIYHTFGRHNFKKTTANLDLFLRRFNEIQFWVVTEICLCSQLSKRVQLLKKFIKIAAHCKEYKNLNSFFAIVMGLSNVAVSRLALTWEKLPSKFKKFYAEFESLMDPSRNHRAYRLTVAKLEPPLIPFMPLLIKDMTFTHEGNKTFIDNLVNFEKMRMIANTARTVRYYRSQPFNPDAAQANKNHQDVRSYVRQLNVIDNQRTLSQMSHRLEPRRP
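Readout is BODIPY fluorescence (480 nm excitation, 540 nm emission), which falls as labeled GDP is exchanged off Rap1B. EPAC2 at 100 nM acted on 250 nM RAP1B-BODIPY-GDP with 50 uM GDP present.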
A549 viability – Nrf2 qHTS screen for inhibitors: counterscreen for cytotoxicity. 390,000 compounds, 0.16% hits. A549 ARE-Fluc cells, CellTiter-Fluor viability, 18-24 h. AID 504648, 2011. Potency, µM (titrated, usually from 46 µM), for the others: top-dose activity change, negative = cytotoxicity, most hits filed as inhibitors; further: potency means the concentration at half of the fitted maximal effect; on the % scale 0 is the no-effect control and ±100 the full control effect
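Cytotoxicity counterscreen: CellTiter-Fluor fluorescence was measured in A549 ARE_Fluc cells after 18-24 h of compound exposure in a concentration series. The subsequent BugLite luminescent read reports ARE-luciferase activity.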
EPAC2 antag – qHTS for Antagonist of cAMP-regulated guanine nucleotide exchange factor 2 (EPAC2): primary screen. Rap guanine nucleotide exchange factor 4 (Homo sapiens), Q8WZA2. EPAC2 GEF exchange of Rap1B-BODIPY-GDP, fluorescence. Potency, µM (titrated, usually from 114 µM), inactives show top-dose activity, negative = inhibition, usual class: inhibitors. 360,000 compounds, 0.18% hits. AID 720708, 2013; further: potency means the concentration at half of the fitted maximal effect; on the % scale 0 is the no-effect control and ±100 the full control effect; nearly all actives have a fitted effect of over 45% in size; many of its hits are not listed in these tables
TGFb inhibitor – qHTS for Inhibitors of TGF-b. HepG2 CAGA-GFP TGF-b/SMAD3 reporter, GFP fluorescence, 18 h; TGF-beta stimulated, 500 pg/mL final. Potency, µM (highest dose often 46.1 µM), without a hit: top-dose activity, negative = inhibition, hits mostly inhibitors. 410,000 compounds, 1.2% hits; further: potency means the concentration at half of the fitted maximal effect; on the % scale 0 is the no-effect control and ±100 the full control effect; nearly all actives have a fitted effect of over 65% in size
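GFP signal (ex488/em500-530) from TGF-beta-stimulated HEPG2 CAGA-GFP cells, 500 pg/mL final, 18 h at 37 degrees C in DMEM plus 1% FBS, normalized to unstimulated and DMSO-stimulated controls.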
Nrf2 inh – Nrf2 qHTS screen for inhibitors; AID 504444, 2011; A549 ARE-Fluc reporter, luciferase luminescence, 18-24 h; 360,000 compounds, 2.1% hits; Potency, µM (highest dose often 46 µM), inactives show top-dose activity change, negative = inhibition, most hits filed as inhibitors; further: potency means the concentration at half of the fitted maximal effect; on the % scale 0 is the no-effect control and ±100 the full control effect; nearly all actives have a fitted effect of over 60% in size
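Reporter: ARE-Fluc in A549. Exposure: 18-24 h, 37 °C, 5% CO2, 5% FBS OPTI-MEM. Readouts: fluorescent cytotoxicity (CellTiter-Fluor), then luminescent Nrf2 signal after BugLite.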
Mm-Cpn inhibitor – Inhibitors of TCP-1 ring complex (TRiC) of Methanococcus maripaludis (MmCpn): qHTS | Chaperonin Mm-Cpn (Methanococcus maripaludis) | purified Mm-Cpn ATPase, ADP Transcreener TR-FRET | Potency, µM (top dose mostly 76.9 µM), for inactives: at the highest dose activity, negative = inhibition, most hits filed as inhibitors | 330,000 compounds, 0.031% hits | AID 504842, 2011; further: potency means the concentration at half of the fitted maximal effect; on the % scale 0 is the no-effect control and ±100 the full control effect; nearly all actives have a fitted effect of over 80% in size
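TR-FRET (320 nm excitation; 590 and 665 nm emission) reports ADP made from 10 uM ATP by 25 nM enzyme; compounds were preincubated 10 min, reaction run 30 min, both at 37°C.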
CCT modulator – High-Throughput Screening for Modulators of Cytosolic Chaperonin Activity; 360,000 compounds, 0.3% hits; AID 651819, 2012; activity change, % (no concentration beside the values), hits read low; purified chaperonin ATPase assay, HTRF ADP detection, 30 min; in the data active means activity change below about -30%; further: on the % scale 0 is the no-effect control and ±100 the full control effect
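TRiC at 40 or 20 nM final (batch-dependent) in 30 mM Tris pH 7.4, 100 mM KCl, 5 mM MgCl2, 1 mM DTT, with compound at single 76 uM and 10 uM ATP, 30 min at 37 deg C. ADP detected by HTRF Transcreener, 665/615 ratio.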
Nrf2 ARE act – qHTS of Nrf2 Activators; AREc32 ARE-luciferase reporter (MCF7-derived line), luminescence, 24 h; Potency, µM (highest dose often 46.1 µM), inactives show top-dose activation, most hits filed as activators; 410,000 compounds, 0.31% hits; further: potency means the concentration at half of the fitted maximal effect; % of control where 0% means no effect; nearly all actives have a fitted effect of over 65% in size
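For detection, Steady-Glo was added and plates sat 30 min at RT; before that, AREc32_Fluc cells grown overnight in OPTI-MEM/5% FBS had been treated with 23 nL compound for 24 hr at 37 deg C.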
An asterisk follows results filed as active; i = inactive; ? = inconclusive; . = no result given; [ ] = remark or other dose. Unless noted, the call rests on the fitted dose curve; in most records, active means well fitted curve in the direction sought with a large enough effect; inconclusive means small, poorly fitted or top-dose-only effect, or another doubt; inactive means no such curve, though single readings can be large; an effect the other way counts as inactive or inconclusive. Only part of the results is shown (hit frequency here may not be typical).

SMILES	Akt phos inh	EPAC2 ag	A549 viability	EPAC2 antag	TGFb inhibitor	Nrf2 inh	Mm-Cpn inhibitor	CCT modulator	Nrf2 ARE act
CC(C)(C)NC(=O)NC12CC3CC(CC(C3)C1)C2	i	7.0%	-1.3%	-6.4%	-20.5%	0.9%	-0.4%	-2.2	0.2%
CCCCCc1c(C)[nH]c2nc3ccccc3n2c1=O	i	1.8%	0.2%	4.2%	24.7%	?	1.2%	-0.6	2.2%
COCCN(C(=O)c1snc(C(N)=O)c1N)C(C(=O)NC1CCCCC1)c1ccc(F)cc1 (stereo not given)	i	8.4%	0.2%	7.3%	-16.5%	-3.2%	1.2%	0.9	-1.0%
O=C1CCCN1CCCNS(=O)(=O)c1ccccc1	i	8.8%	1.1%	0.2%	-17.0%	9.3%	-7.6%	-1.2	-0.5%
COc1ccc2c(c1)c(N=O)c(O)n2C	i	7.0%	-4.8%	-0.4%	2.5%	.	0.8%	-1.3	0.3%
CCC(OC(=O)CN1C(=O)c2ccccc2C1=O)C(=O)NC1CCCC1 (stereo not given)	i	5.3%	7.6%	0.0%	2.3%	2.9%	0.3%	-0.3	-0.5%
CCOc1ccc(S(=O)(=O)c2cn(C)c3ccccc3c2=O)cc1	.	.	6.4%	.	0.8%	-13.4%	.	.	0.4%
O=C(c1cccc(N2CCCC2=O)c1)N1CCN(c2cccc(Cl)c2)CC1	.	2.2%	-5.0%	-2.8%	?	-9.0%	1.9%	-9.3	-1.1%
Cc1cccc(NC(=O)c2ccc3oc(=O)c(S(=O)(=O)c4ccc(F)cc4)cc3c2)c1C	.	.	-1.0%	.	0.7%	?	.	.	21.8%
Cc1csc2c(=O)n(CCO)c(=O)[nH]c12	i	0.5%	-2.4%	3.5%	-13.6%	?	0.7%	2.0	-0.1%
Cc1nn(-c2ccccc2)c(C)c1NC(=O)COC(=O)c1cc(Cl)ccc1O	i	-10.8%	-6.9%	5.4%	?	-12.6%	-6.6%	-1.0	0.1%
COC(=O)c1ccccc1NC(=O)Cn1c(=O)n(CCC(=O)NCc2ccccc2OC)c(=O)c2ccccc21	.	.	5.1%	.	?	2.8%	.	.	-1.0%
CC1CCCCC1NC(=O)C1CCC(CNS(=O)(=O)c2cccc3cccnc23)CC1 (stereo not given)	i	-4.2%	-0.2%	0.6%	25.1%	-4.4%	-1.2%	-0.2	-0.2%
O=C1NC(=O)/C(=C/c2ccccc2Cl)N1	i	6.8%	1.3%	7.1%	0.0%	-3.1%	-0.9%	-0.5	3.8%
CCCCn1c(-c2nn(C)c(C)c2Cl)n[nH]c1=S	i	-2.9%	3.6%	7.1%	12.2%	-8.0%	-1.5%	-6.2	-0.8%
COc1ccc(/C(N)=N/OC(=O)Cc2ccc(OC)c(OC)c2)cc1	i	9.6%	-13.4%	-3.1%	0.7%	14.6µM*	3.7%	-0.9	0.7%
O=C(Cn1cnc2ccccc21)N/N=C/c1ccco1	i	12.2%	8.3%	2.9%	-12.1%	-4.3%	0.3%	-1.2	-0.6%
Nc1nonc1-c1nc2ccccc2n1CC(=O)N1CCN(c2ccc(F)cc2)CC1	i	7.5%	-16.5%	-2.0%	-5.5%	-25.3%	-3.0%	-1.6	-0.5%
CCCCN(C(=O)Cc1cccs1)c1nnc(-c2cccnc2)s1	i	8.4%	2.0%	-2.4%	-0.8%	12.0%	-1.1%	0.3	2.9%
Cc1ccccc1NC(=O)C1C2CC/C=C\CCC21 (stereo not given)	i	4.3%	6.3%	15.4%	1.9%	1.2%	0.2%	-1.5	-1.1%[9.22 µM]
Cc1ccccc1NC(=O)Cc1nc(COC(=O)CSc2ccc(F)cc2)cs1	i	20.8%	.	-10.0%	-6.7%	.	.	-58.2*	1.0%
COc1ccc(N2C(=O)C3CCCN3C2c2cccc(F)c2)cc1Cl (stereo not given)	i	9.1%	1.3%	?	-3.9%	6.4%	-0.3%	-1.2	0.0%
CC1Cc2ccccc2N1C(=O)COC(=O)/C=C/c1ccc(F)cc1 (stereo not given)	i	-1.8%	-1.8%	-9.2%	-0.4%	-9.7%	-1.5%	2.5	2.4%
CCC(C)NC(=O)C1c2ccccc2C(=O)N(c2ccc(OC)cc2)C1c1ccc(OC)cc1 (stereo not given)	i	5.6%	-10.5%	-2.3%	-2.8%	8.3%	0.5%	-3.3	0.0%
Cc1ccc2c(c1)-c1c(ssc1=S)C(C)(C)N2C(=O)CN1C(=O)c2ccccc2C1=O	i	2.2%	-5.0%	-1.7%	0.0%	10.0%	0.8%	-1.4	0.3%
SMILES	Akt phos inh	EPAC2 ag	A549 viability	EPAC2 antag	TGFb inhibitor	Nrf2 inh	Mm-Cpn inhibitor	CCT modulator	Nrf2 ARE act
CCc1nnc(NC(=O)C2CCN(c3cnccn3)CC2)s1	i	-0.8%	-17.4%	3.5%	-3.7%	?	-2.8%	0.9	-0.4%
CCCn1nnc2c(=O)oc3ccccc3c21	i	-4.3%	-2.5%	11.0%	1.5%	12.3%	1.6%	1.5	-0.4%
CNC(=O)C(Sc1ccccc1)c1ccccc1 (stereo not given)	i	-1.2%	-0.6%	-4.1%	5.5%	-3.5%	1.1%	-3.3	-0.8%
CCOC(=O)Cn1c(=O)c2c(nc(N3CCCCC3)n2C)n(C)c1=O	i	-0.5%	5.1%	3.4%	12.4%	3.9%	1.6%	-4.9	2.5%
COc1ccc(C(=O)Nc2ccc(NC(=O)C3CC3)nc2)cc1	i	-0.6%	-3.2%	3.2%	-22.5%	-5.5%	-0.1%	-1.7	-0.3%
O=S1(=O)[C@H]2C[C@H](CO)O[C@@]2(CO)CN1Cc1ccc(-c2cccc(Cl)c2)cc1	i	-3.4%	-3.4%	-2.1%	?	-14.6%	1.1%	-2.7	5.3%
CC(C)Cn1c(=O)c2sccc2n2c(CCCC(=O)N3CCC(N4CCCCC4)CC3)nnc12	i	-3.6%	-1.4%	2.3%	-22.6%	6.3%	-0.5%	0.4	-0.5%
NS(=O)(=O)c1cccc(NC(=O)COC(=O)Cc2ccc(S(=O)(=O)N3CCCCC3)s2)c1	i	13.3%	-1.0%	-3.8%	2.5%	-3.9%	-0.7%	-2.4	-0.4%
Cc1csc(=O)n1CC(=O)OCC(=O)NCc1ccc(Cl)cc1Cl	i	-6.1%	-8.2%	-4.8%	-5.6%	2.0%	0.0%	-3.4	-0.8%
C[C@@H]1CN(Cc2nc(-c3cnccn3)no2)C[C@H](C)O1	i	1.4%	0.0%	-18.7%	2.7%	0.1%	-3.8%	0.6	-0.1%
O=C(NCc1ccc2c(c1)OCO2)C1CC(=O)N(CCc2ccc(F)cc2)C1 (stereo not given)	i	1.8%	-4.6%	0.3%	1.2%	6.5%	-0.1%	-0.9	-0.4%
COc1cccc(C2Nc3c(F)cc(Br)cc3C3C=CCC32)c1OC (stereo not given)	i	-5.9%	0.7%	-6.0%	25.9%	-7.9%	-1.0%	2.2	-0.8%
COc1ccc(/C=C(/NC(=O)c2ccco2)C(=O)NCc2ccco2)cc1OC	i	-2.9%	-1.0%	-2.6%	2.6%	4.3%	1.2%	3.6	3.8%
Cc1nc2scc(-c3cccs3)c2c(=O)n1N	i	3.5%	-2.7%	0.7%	-3.2%	0.5%	-8.4%	2.3	-0.3%
CC(C)NC(=O)NC(=O)COC(=O)c1c2c(nc3ccccc13)CCC2	i	-8.1%	-11.1%	-5.3%	-17.3%	?	0.7%	-0.6	-1.2%
COC(=O)c1ccccc1NC(=O)CSc1nc(-c2ccco2)cc(C(F)(F)F)n1	i	6.7%	-12.7%	-16.0%	1.7%	?	0.0%	-2.1	0.5%
CC(=O)NC1=NC(=O)/C(=C/c2cc(C)n(-c3cccc(C(=O)O)c3)c2C)S1	i	0.1%	?	?	29.8%	?	-1.7%	-2.7	0.0%
CN1CCN(c2nc(-c3cccs3)cc(C(F)(F)F)n2)CC1	i	5.8%	-5.5%	0.9%	2.2%	-29.8%	0.9%	0.8	-0.1%
C[C@@H](C(=O)NCCCCCC(=O)O)n1nnc2ccccc2c1=O	i	4.6%	4.2%	-5.4%	19.1%	7.1%	0.8%	-0.3	-0.6%
Nc1c(C(=O)Nc2ccccc2Cl)c2ccccn2c1C(=O)c1ccc(Cl)cc1	.	.	8.5%	.	0.3%	0.6%	.	.	-1.2%
Cc1ccc(S(=O)(=O)c2cn(C)c3cc(N4CCCC(C)C4)c(F)cc3c2=O)c(C)c1 (stereo not given)	.	.	-0.2%	.	2.2%	-10.6%	.	.	0.0%
CCOc1ccc(NC(=O)c2ccco2)cc1	i	-2.8%	-20.4%[1.84 µM]	1.5%	10.8%	?	1.5%	-0.6	0.1%
O=C1C2C3CCC(CC3)C2C(=O)N1c1ccccc1 (stereo not given)	i	11.2%	-2.0%	1.1%	0.0%	-1.7%	0.3%	-0.9	-0.9%
CN(Cc1ccccc1)C(=O)[C@@H]1CCCN1C(=O)[C@@H]1CCCN1C(=O)c1ccccc1	i	7.5%	.	8.3%	.	.	.	2.2	-0.1%

Bioassay records (PubChem BioAssay)
